From PubChem BioAssay
M. tuberculosis HTS: M. tuberculosis growth inhibition, HTS (AID 449762). M. tuberculosis H37Rv growth inhibition, 7H9 media; higher % means a stronger effect. inhibition, % at 25 µM; hits with a dose series show IC50 in µM. 330,000 compounds, 0.59% hits; in the data active means a potency from the dose series; inconclusive means inhibition above about 70% without an active follow-up result;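 further: bacterial growth assessed after seven days of incubation; strong numbers were not always called active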
tuberculosis growth: growth inhibition of non-replicating M. tuberculosis (AID 488890); Mycobacterium tuberculosis non-replicating, growth inhibition; higher % means a stronger effect; one-dose inhibition, % at 25 µM; IC50 in µM for titrated hits; 320,000 compounds, 0.39% hits; in the data active means a potency from the dose series; inconclusive means inhibition mostly from about 82% at the one dose, without a potency; inactive means the rest, 99 in 100 with inhibition below about 76%;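 further: plate controls were DMSO cells for no effect and high antibiotic wells for full effect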
VEEV TC-83 Vero: inhibitors of VEEV TC-83 cytopathic effect, confirmation, Vero cells (AID 588727) | Vero cells, VEEV TC-83 cytopathic effect inhibition; higher % means a stronger effect | inhibition, % at 20 µM; hits with a dose series show IC50 in µM | 350,000 compounds, 0.13% hits; in the data active means a potency from the dose series; inconclusive means inhibition mostly from about 14% at the one dose, without a potency; inactive means the rest, 99 in 100 with inhibition below about 12%; further: strong numbers were not always called active
influenza NS1A: NS1A inhibition, H1N1 influenza, cell based functional assay (AID 504329); NS1A functional cell-based assay, percent inhibition; higher % means a stronger effect; one-dose inhibition, % at 12.5 µM; IC50 in µM for titrated hits; 340,000 compounds, 0.3% hits; in the data active means a potency from the dose series; inconclusive means inhibition above about 27% without an active follow-up result; further: strong numbers were not always called active
PhoP GFP inhibition: Inhibition of PhoP regulon, Salmonella typhi GFP reporter cells, confirmation, 4 h (AID 1850); Salmonella Typhi PhoP-promoter GFP reporter, fluorescence, 4 h; higher % means a stronger effect; one-dose inhibition, % at 50 µM; IC50 in µM for titrated hits; 310,000 compounds, 0.33% hits; in the data active means a potency from the dose series; inconclusive means inhibition mostly from about 25% at the one dose, without a potency; inactive means the rest, 99 in 100 with inhibition below about 19%;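 further: 0% = induced wells with vehicle and 100% = uninduced wells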
VEEV TC-83 Vero 10K pilot screen: recorded beside VEEV TC-83 Vero, whose call it bears; inhibition, %; measured here: 10K pilot screen inhibition
Numbers without * were called inactive; i = inactive; ? = inconclusive; . = not tested or not shown.

SMILES | M. tuberculosis HTS | tuberculosis growth | VEEV TC-83 Vero | influenza NS1A | PhoP GFP inhibition | others
CCN(CC)C(=O)Cn1cc(/C=C(\C#N)C(=O)N2CCN(c3ccccc3)CC2)c2ccccc21 | 2.8% | 11.0% | i | 6.4% | 6.0%
CN(CC(=O)Nc1cccc(F)c1)C(=O)C1CCN(S(=O)(=O)c2ccc3c(c2)OCCO3)CC1 | 24.9% | 19.7% | i | 0.1% | 3.6%
COc1ccc(S(=O)(=O)Nc2ccc(Cl)cn2)cc1 | 1.2% | 3.0% | i | -4.6% | 5.0%
CCN(CC)c1ccc(NC(=O)CN2CCN(CC(=O)Nc3ccc(OC)cc3)CC2)cc1 | 3.8% | 16.3% | i | 0.6% | 13.4%
CC(C)c1nc(N2CCCC2)c(C#N)c2c1CCCC2 | 13.6% | 18.5% | 1.2% | -6.1% | 1.4%
O=C(NCc1ccccn1)c1cc2ccccn2n1 | -3.6% | 9.2% | 0.4% | 5.2% | 3.8% | VEEV TC-83 Vero 10K pilot screen=0.5
COCc1nnc(NC(=O)C2CC(=O)N(C3CCCCC3)C2)s1 (stereo not drawn) | 8.8% | 7.6% | 0.9% | -5.8% | 7.6%
COc1ccc(NC(=O)C2CCN(c3cnccn3)CC2)cc1Cl | 8.0% | 15.4% | 1.1% | -4.4% | -1.2%
N#Cc1cc([N+](=O)[O-])ccc1NC(=O)COC(=O)c1cnccn1 | 8.2% | -5.8% | 2.5% | -13.0% | .
CCCn1nnnc1NC(=O)COc1ccc(CC)cc1 | -3.7% | ? | 0.1% | -4.1% | -2.9%
COc1ccc(S(=O)(=O)N2CCCN(CC(=O)Nc3cc(NC(C)=O)ccc3OC)CC2)cc1 | -4.5% | 11.9% | 1.6% | 8.6% | 0.7%
O=c1[nH]cnc(O)c1C1C=CC=CC=C1 | . | . | 1.6% | -2.9% | .
CCCCCCc1cc2cc(C(N)=O)c(=N)oc2cc1O | ? | ? | . | . | -31.7%
COc1cc(NC(=O)CN2CCN(CC(=O)Nc3ccccc3OC)CC2)cc(OC)c1 | 2.1% | -12.3% | 0.1% | 0.2% | 5.0%
Cc1nc2nc[nH]n2c(=O)c1NC(=O)c1c(-c2ccccc2Cl)noc1C | 0.3% | -38.5% | 0.4% | 1.3% | 3.3%
Cc1ccc(C(=O)OCC(=O)Nc2ccccc2C(F)(F)F)cc1S(=O)(=O)N1CCCCC1 | . | . | 7.7% | -9.8% | .
Cc1nc(SCC(=O)N(CC(C)C)C2CCS(=O)(=O)C2)c2ccccc2n1 (stereo not drawn) | -0.5% | -30.4% | 1.2% | -6.1% | .
O=C(CCN1C(=O)c2ccccc2C1=O)N1CCN(c2ccccn2)CC1 | -0.4% | 1.0% | 3.5% | -18.8% | -10.6%
COCc1ccc(C(=O)N2CCCC(C(=O)c3ccc(SC)cc3)C2)s1 (stereo not drawn) | 1.9% | 50.2% | 1.4% | 28.2% | -3.0%
OC(CSc1ccccc1Cl)CN1CCN(c2ccc(F)cc2)CC1 (stereo not drawn) | 69.2% | 64.4% | i | 13.0% | -2.9%
Cc1ccc(-c2nnc(SCC(=O)N/N=C/c3ccc(C)s3)n2-c2ccccc2)cc1 | 1.2% | -5.4% | 10.8% | 2.2% | -1.8%
COc1ccc(CCNC(=O)CNC(=O)c2ccc(Br)o2)cc1OC | 1.8% | -0.6% | i | -14.2% | 6.5%
O=S(=O)(NCc1ccco1)c1ccc(S(=O)(=O)N2CCCCC2)cc1 | -3.1% | -2.9% | i | 2.7% | 7.2%
Cc1ccc2c(c1)N(C)/C(=C/c1cccc[n+]1C)S2 | 1.5% | 62.9% | 0.8% | -15.5% | -25.1%
CC(C)(C)n1ncc2c(=O)n(CC(=O)OCc3ccccc3)cnc21 | 3.9% | -13.6% | i | 1.2% | 2.7%
COc1ccc(/C=N/c2c(-c3ccc(OC)cc3)nc3n2CCS3)cc1 | 7.4% | -7.0% | 1.2% | 27.8% | 3.7%
Cc1cccnc1NS(=O)(=O)c1cccc([N+](=O)[O-])c1 | -0.7% | -3.1% | 0.2% | -10.1% | -7.4%
COc1cc(NC(=O)CSc2nnnn2Cc2ccc3c(c2)OCO3)cc(OC)c1 | -6.0% | -3.8% | i | 4.0% | -3.1%
CCC(=O)Nc1ccc(NC(=O)c2ccco2)c(OC)c1 | 2.5% | -3.6% | 0.9% | 4.4% | -1.4%
COc1cccc(NC(=S)NCc2ccc(F)cc2)c1 | 5.2% | 78.9% | 1.4% | -12.7% | 2.5%
CN1CCN(C(=O)CCN2C(=O)c3ccccc3C2=O)CC1 | -4.1% | 9.0% | 1.3% | -7.5% | 0.7%
S=C(NCC1CCCO1)Nc1ccccc1 (stereo not drawn) | -1.4% | 6.9% | 1.1% | 11.4% | -1.7% | VEEV TC-83 Vero 10K pilot screen=2.0
CCOC(=O)COc1ccc(C(c2c(C)[nH][nH]c2=O)c2c(C)[nH][nH]c2=O)cc1 | 4.3% | 56.7% | 0.3% | -4.0% | -6.5%
CCOC(=O)N1CCN(C(=O)NC23CC4CC(CC(C4)C2)C3)CC1 | 1.2% | . | 0.7% | -14.9% | 4.0%
CC(=O)N1c2ccc(S(=O)(=O)N(C)CC(=O)Nc3cccc(C)c3)cc2CC1C (stereo not drawn) | -1.6% | 0.1% | 0.1% | -0.2% | 5.6%
C[C@@H]1CCC[C@@]2(O[C@H](CCO)C[C@@H](O)[C@@H]2O)O1 | 7.9% | -21.1% | 0.6% | -4.1% | 0.3% | VEEV TC-83 Vero 10K pilot screen=0.4
CC(C)(C)OC(=O)N[C@H]1C=C[C@@H](OC(=O)CC(=O)OCC(F)(F)F)C1 | . | . | i | -6.7% | .
CCOC(=O)NNC1CC(=O)N(c2ccccc2)C1=O (stereo not drawn) | 2.7% | 19.1% | 0.1% | -2.5% | -2.7%
Cc1ccc(S(=O)(=O)N2CCCC(C(=O)N3CCCc4ccccc43)C2)cc1 (stereo not drawn) | -1.4% | -14.0% | 4.0% | 7.3% | 6.6%
N#Cc1ccc(-c2ccco2)nc1SCc1ccccc1 | 8.6% | 21.8% | 4.2% | -7.8% | 3.6%
Cc1ccc(-c2nnc(SC(C)C(=O)NCC3CCCO3)nc2-c2ccc(C)cc2)cc1 (stereo not drawn) | 24.3% | 17.5% | 6.8% | 15.2% | -4.0%
O=C(c1ccco1)N1CCCC(c2nc(-c3ccc(S(=O)(=O)NCc4ccccc4)cc3)no2)C1 (stereo not drawn) | 8.5% | 15.3% | 7.7% | 1.4% | 9.9%
O=C(O)c1ccc(Cl)c(NC(=S)NC(=O)c2ccccc2[N+](=O)[O-])c1 | 1.9% | 22.1% | 1.3% | -5.6% | -8.9%
N#Cc1cc(-c2ccccc2)cn(Cc2c(Cl)cccc2Cl)c1=O | -3.5% | -5.1% | 0.7% | -10.1% | -2.4%
COc1ccc(-c2nn(-c3ccccc3)cc2C(=O)Nc2cccc(C(=O)O)c2)cc1[N+](=O)[O-] | 2.6% | -12.7% | 0.4% | -0.6% | -5.8%
COc1ccc(CCN2C(=O)C3C(C2=O)C2C=CC3C23CC3)cc1OC (stereo not drawn) | -4.5% | -1.8% | 1.3% | 4.9% | 1.1%
CCn1cc(CN(C)S(=O)(=O)c2ccc3ccccc3c2)c(C)n1 | -5.3% | 54.4% | i | -1.6% | -6.6%
Cc1nc(NC2=NCN(Cc3cccnc3)CN2)nc2ccccc12 | . | . | i | -5.7% | .
O=S(=O)(Nc1ccon1)c1ccc(Br)s1 | 6.6% | 9.3% | 1.1% | 0.4% | -4.2%
CN1/C(=C\C=C2/C(=O)Oc3ccccc3C2=O)C(C)(C)c2ccccc21 | 1.1% | -6.1% | . | . | -351.9%
Cc1ccc(S(=O)(=O)N2CCOCC2)cc1NC(=O)c1ccc(F)cc1F | -1.1% | 0.6% | 2.8% | -4.5% | .
O=C(CSc1nc(=O)n(CCN2CCOCC2)c2c1CCCC2)Nc1cccc([N+](=O)[O-])c1 | 0.4% | 3.6% | 0.8% | -1.0% | 5.2%
O=C(COc1cccc2c1CCNC2=O)Nc1cccc(F)c1 | -5.9% | 14.0% | 1.5% | 10.6% | -4.6%
COC(=O)c1cn(C)c2ccc(S(=O)(=O)N3CC(C)CC(C)C3)cc2c1=O (stereo not drawn) | 0.4% | -7.4% | i | 1.7% | 1.3%
CCCCNCc1cc(OCC)c(OCC)cc1Br | -2.8% | 1.1% | i | . | 1.4%
Cc1ccc(S(=O)(=O)N2[C@@H](c3ccccc3)C(C(=O)O)=CC[C@H]2c2ccc(C(C)C)cc2)cc1 | 4.3% | 44.5% | 0.4% | -7.3% | -4.2%
COc1ccc(Cl)cc1NC(=S)NCCCN1CCCC1=O | 1.5% | 34.8% | i | -0.2% | 3.0%
Cc1ccccc1-n1c(=O)cc(N2CCCCCC2)[nH]c1=O | -6.1% | . | 2.4% | 0.0% | -14.3%
CC(O)CSc1nc2c(c(=O)[nH]c(=O)n2C)n1Cc1ccccc1Cl (stereo not drawn) | -1.6% | 5.5% | 1.0% | -11.1% | -1.5%
CSc1sc(C(=O)NC(=O)NCc2ccncc2)c(C)c1-c1ccon1 | 4.8% | -2.0% | 8.0% | -0.9% | -4.1%

The list continues.
SMILES | M. tuberculosis HTS | tuberculosis growth | VEEV TC-83 Vero | influenza NS1A | PhoP GFP inhibition | others
CC(C)CN(C(=O)c1cccc(S(=O)(=O)N2CCN(c3ccc(F)cc3)CC2)c1)C1CCS(=O)(=O)C1 (stereo not drawn) | 2.6% | 26.4% | 2.1% | 1.4% | 2.6%
Clc1ccc2nc(-c3ccc(Br)s3)cn2c1 | ? | 18.6% | 1.9% | 8.4% | 12.9%
Cn1c(Cl)cnc1C(O)c1ccccc1 (stereo not drawn) | -4.1% | -9.0% | 0.7% | -2.0% | -2.4%
COc1ccc(-c2ccc(C#N)c(OC)n2)cc1 | 17.0% | -13.1% | 1.4% | . | 2.5%
CC1Cc2ccccc2N1C(=O)CN1C(=O)CN(C)C(=O)c2ccccc21 (stereo not drawn) | -6.2% | -5.4% | i | 3.4% | -2.2%
Cc1ccc2nc(C(Cl)(Cl)Cl)nc(N/N=C/c3ccc([N+](=O)[O-])cc3)c2c1 | . | . | 1.8% | -8.7% | .
O=C(c1ccc(C(=O)N2CCOCC2)nc1)N1CCOCC1 | 5.5% | -10.3% | 0.3% | -0.8% | 5.8%
CC(=O)N1CCN(S(=O)(=O)c2cccc(C(=O)NC3CCCC3)c2)CC1 | -8.1% | -9.0% | 1.3% | -5.4% | .
CCOC(=O)N1CCN(S(=O)(=O)c2ccc(C(=O)Nc3ccc(F)cc3F)cc2)CC1 | 3.9% | 8.3% | i | -5.1% | 3.1%
CN(Cc1cnn(C)c1)C(=O)c1cc(COc2c(F)cccc2F)on1 | -7.7% | 0.5% | 3.0% | -28.8% | -4.9%
CCOC(=O)c1cc2occc2n1CCCN1C(=O)c2ccccc2C1=O | -7.8% | 9.9% | 3.2% | -4.2% | -15.8%
COc1ccc(OC)c(C(=O)COC(=O)CN2C(=O)NC3(CCCCC3C)C2=O)c1 (stereo not drawn) | 4.9% | -4.8% | 4.3% | -9.6% | -1.4%
CNC(=O)CSc1nc2cc(S(=O)(=O)Nc3ccccc3OC)ccc2o1 | -2.2% | 4.2% | 1.0% | 8.0% | 3.3%
CC1C/C(=C\c2ccccc2[N+](=O)[O-])c2nc3ccccc3c(C(=O)O)c2C1 (stereo not drawn) | 6.4% | -8.5% | 2.7% | -5.8% | -0.1%

A portion from further up, for reference:
SMILES | M. tuberculosis HTS | tuberculosis growth | VEEV TC-83 Vero | influenza NS1A | PhoP GFP inhibition | others
CC(C)CN(C(=O)c1cccc(S(=O)(=O)N2CCN(c3ccc(F)cc3)CC2)c1)C1CCS(=O)(=O)C1 (stereo not drawn) | 2.6% | 26.4% | 2.1% | 1.4% | 2.6%
Clc1ccc2nc(-c3ccc(Br)s3)cn2c1 | ? | 18.6% | 1.9% | 8.4% | 12.9%
Cn1c(Cl)cnc1C(O)c1ccccc1 (stereo not drawn) | -4.1% | -9.0% | 0.7% | -2.0% | -2.4%
COc1ccc(-c2ccc(C#N)c(OC)n2)cc1 | 17.0% | -13.1% | 1.4% | . | 2.5%

Random excerpt: 2 records from the list.
SMILES | M. tuberculosis HTS | tuberculosis growth | VEEV TC-83 Vero | influenza NS1A | PhoP GFP inhibition | others
Cc1ccc(C(=O)OCC(=O)Nc2ccccc2C(F)(F)F)cc1S(=O)(=O)N1CCCCC1 | . | . | 7.7% | -9.8% | .
CC(C)(C)n1ncc2c(=O)n(CC(=O)OCc3ccccc3)cnc21 | 3.9% | -13.6% | i | 1.2% | 2.7%
